Assay outcomes deposited in PubChem BioAssay by National Center for Advancing Translational Sciences (NCATS).
DT40 TDP1 CPT: growth inhibition of DT40 Tdp1-/-;hTDP1 cells with camptothecin (screen for TDP1 inhibitors). 420,000 compounds, 12% hits. chicken DT40 Tdp1-/-;hTDP1 cells + 20 nM CPT, ATP luminescence, 48 h. Potency, µM (doses to about 46.2 µM), inactives show at the highest dose activity change, negative = growth inhibition, hits mostly inhibitors; further: nearly all actives have a fitted effect of over 55% in size
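Chicken DT40 Tdp1-/- cells complemented with human TDP1, 400 cells/well, exposed to compounds plus 20 nM camptothecin for at least 48 h at 37 C; viability read as ATP content by CellTiter-Glo luminescence.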
DT40 TDP1 no CPT: qHTS for Inhibitors of human tyrosyl-DNA phosphodiesterase 1 (TDP1): qHTS in cells in absence of CPT | DT40 Tdp1-/- hTDP1 cells, no CPT, ATP luminescence, 48 h | Potency, µM (titrated, usually from 46.2 µM), without a hit: at the top dose activity change, negative = growth inhibition, usual class: inhibitors | 420,000 compounds, 15% hits | AID 686978, 2013; further: nearly all actives have a fitted effect of over 55% in size
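Cells were dispensed at 400 per well, compounds added by pin tool, plates incubated ≥48 hr at 37 °C, then CellTiter-Glo added for 30 min at room temperature before luminescence reading. Line: DT40 Tdp1-/- complemented with hTDP1; camptothecin omitted.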
TDP1 inh: TDP1 (human) enzyme inhibition. recombinant TDP1, AlphaScreen DNA substrate cleavage. Potency, µM (highest dose often 130 µM), inactives show at the top dose activity change, negative = inhibition, actives largely listed as inhibitors. 350,000 compounds, 0.28% hits. AID 485290; further: nearly all actives have a fitted effect of over 40% in size
Target sequence (Q9NUW8 whole entry, looked up): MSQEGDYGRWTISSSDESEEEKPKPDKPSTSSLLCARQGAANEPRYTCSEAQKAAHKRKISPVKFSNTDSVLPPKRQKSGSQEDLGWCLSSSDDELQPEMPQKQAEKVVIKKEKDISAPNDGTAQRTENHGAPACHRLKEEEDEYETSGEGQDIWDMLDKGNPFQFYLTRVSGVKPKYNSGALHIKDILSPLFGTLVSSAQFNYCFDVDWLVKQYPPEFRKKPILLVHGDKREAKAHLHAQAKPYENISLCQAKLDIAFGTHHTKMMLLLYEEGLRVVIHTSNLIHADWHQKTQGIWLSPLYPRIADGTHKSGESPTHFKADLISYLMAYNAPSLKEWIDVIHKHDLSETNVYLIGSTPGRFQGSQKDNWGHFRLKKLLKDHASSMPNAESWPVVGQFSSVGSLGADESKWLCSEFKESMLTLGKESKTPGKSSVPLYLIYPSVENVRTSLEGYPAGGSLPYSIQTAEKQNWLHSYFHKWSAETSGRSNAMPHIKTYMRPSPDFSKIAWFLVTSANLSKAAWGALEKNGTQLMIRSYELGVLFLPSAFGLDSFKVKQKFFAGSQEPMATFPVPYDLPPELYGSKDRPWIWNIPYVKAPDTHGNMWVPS
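Recombinant E. coli-expressed Tdp1 (1 nM) preincubated with compound 15 min at RT, then 5'-biotin/3'-phosphotyrosine-FITC DNA substrate (15 nM) added for 5 min. AlphaScreen beads (10 ug/ml) added, 10 min RT; tyrosine-FITC cleavage read as signal loss.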
* marks the source's active call; other numbers are inactive results; ? = inconclusive; . = no result given; [ ] = remark or other dose. The call rests on the fitted dose curve; in most records, active means well fitted curve in the direction sought with a large enough effect; inconclusive means small, poorly fitted or top-dose-only effect, or another doubt; inactive means no such curve, though single readings can be large; an effect the other way counts as inactive or inconclusive. On the % scale 0 is the no-effect control and ±100 the full control effect; potency means the concentration at half of the fitted maximal effect.

Results follow in this order: DT40 TDP1 CPT | DT40 TDP1 no CPT | TDP1 inh
CC(=O)Nc1ccc(C(=O)NNC(=O)CCc2ccccc2)cc1
  -17% | -2% | 1%
C/C(=N\Nc1nccnc1Cl)c1ccc(Br)cc1
  ? | -9% | 4%
Cc1ccc(N(CCC#N)C(=O)COC(=O)C2=COCCO2)cc1
  3% | 8% | 2%[0.505 µM]
COc1cc(OC)cc(-c2c(-c3cccs3)c3cc(-c4ccc(OC)c(OC)c4)ccc3n2C)c1
  9.2µM* | ? | 2%
COc1cc(S(=O)(=O)NC2CCCCC2)ccc1Cl
  -1% | -22% | 2%
Cc1cccc(OCC(=O)N2CCc3ccccc3C2)c1C
  ? | ? | .
O=C(NC1CC1)C1CC(=O)N(c2cccc(Cl)c2Cl)C1 (stereo not given)
  -9% | 1% | 4%
CC(=O)N1CCCc2cc(S(=O)(=O)NC(C(=O)NCc3ccc(C)cc3)C(C)C)ccc21 (stereo not given)
  ? | ? | 0%
COC(=O)c1c(NC(=O)C2(C)Cc3ccccc3C(=O)O2)sc2c1CCCC2 (stereo not given)
  ? | ? | 0%
CC1(C)CC(=O)C(C=NCCN2CCN(CC(=O)Nc3ccccc3)CC2)=C(O)C1
  -2% | -4% | 3%
CN(CC1CCN(CCc2cccc(C(F)(F)F)c2)CC1)C(=O)c1ccccc1
  ? | -30% | .
Clc1cccc(Cl)c1C[n+]1cccc2ccccc21
  2.1µM* | 2.1µM* | .
CCN1C=CC2=C(C#N)C(N)C(C#N)(C#N)C(c3ccccc3C(F)(F)F)C2C1 (stereo not given)
  ? | 23µM* | 0%
CCN1C(=O)[C@H]2[C@@H](c3ccc(C)cc3)N3C(=O)N(c4cccc(Br)c4)C(=O)[C@@]3(CC(C)C)[C@H]2C1=O
  ? | ? | .
CCN=c1sc(C(=O)Nc2ccccc2)c(C)n1CC
  2% | ? | 0%
O=C(CC1C(=O)NCCN1Cc1ccccc1C(F)(F)F)NC1CCC1 (stereo not given)
  -35% | ? | 2%
CC(=O)Nc1nc(CCC(C)C)cc2c1c(=O)oc1ccccc12
  -8% | -20% | 3%
Cn1c(=O)c2c(ncn2CC(=O)OCC(=O)NC(c2ccccc2)c2ccccc2)n(C)c1=O
  -17% | ? | 2%
CCCCC(=O)N/N=C(/C)C1=C(C)C(C)(C)OC1=O
  -6% | 8% | 3%
COc1ccc(S(=O)(=O)Nc2cc3c4c(c2)CCC(=O)N4CCC3)cc1C
  16µM* | ? | -1%
CC(=O)c1ccc(S(=O)(=O)N2CCN(C)CC2)cc1
  7% | -20% | 7%
CCc1c(C)nc2ncnn2c1N1CCCC(C(=O)Nc2cc(F)ccc2C)C1 (stereo not given)
  16µM* | 21µM* | 6%
O=C1C(c2cccc(Br)c2)N(CCc2ccccc2)C(=O)CN1C1CCCCC1 (stereo not given)
  -22% | -18% | 5%
O=C(C1CC(=O)N(c2ccc(F)c(Cl)c2)C1)N1CCOCC1 (stereo not given)
  -3% | 0% | .
Cc1ccc(NC(=O)C2=CC=CN3CCS(=O)(=O)N=C23)cc1
  -14% | 10% | 2%
CCOc1ccc(CCNC(=O)Cn2c(-c3cccs3)cc3cc(F)ccc32)cc1OCC
  12µM* | 13µM* | 9%
O=C(Nc1cccc2cccnc12)c1ccc(Br)o1
  -22% | ? | 3%
COc1ccc(CCNS(=O)(=O)c2ccc3c(c2)NC(=O)CCS3)cc1OC
  12µM* | ? | 5%
COc1ccccc1OCC(=O)N1CCCC(Nc2ccc(C)c(C)c2)C1 (stereo not given)
  ? | -16% | 5%
CC1CC(Nc2ccccc2)=CC(=O)O1 (stereo not given)
  -10% | -14% | -3%

Reprinted at random: three records from the list
Results follow in this order: DT40 TDP1 CPT | DT40 TDP1 no CPT | TDP1 inh
O=C1C(c2cccc(Br)c2)N(CCc2ccccc2)C(=O)CN1C1CCCCC1 (stereo not given)
  -22% | -18% | 5%
CCCCC(=O)N/N=C(/C)C1=C(C)C(C)(C)OC1=O
  -6% | 8% | 3%
COc1ccc(S(=O)(=O)Nc2cc3c4c(c2)CCC(=O)N4CCC3)cc1C
  16µM* | ? | -1%

(list continues)
Results follow in this order: DT40 TDP1 CPT | DT40 TDP1 no CPT | TDP1 inh
CC(=O)Nc1ccc(OC(=O)Cc2ccc(Cl)cc2)cc1
  -9% | -11% | 3%
Cc1oc(-c2cccs2)nc1CN1CC[C@@](O)(c2ccccc2)[C@H]2CCCC[C@@H]21
  ? | ? | 3%
COc1ccc(Cl)cc1C(=O)C1CCCN(Cc2cnc(N3CCOCC3)s2)C1 (stereo not given)
  ? | 29µM* | 5%
CSCCC(NC(=O)COc1ccccc1)C(=O)NCCOc1ccc(C)cc1 (stereo not given)
  -18% | -6% | 3%
O=C(CCCc1ccccc1)NCc1ccc2c(c1)OCO2
  3% | 5% | 4%
O=C(NCC(O)c1ccccc1)c1ccccc1 (stereo not given)
  5% | 1% | -2%
O=C(NC1CCCCC1)C(c1ccccc1F)N(Cc1ccco1)C(=O)c1ccccn1 (stereo not given)
  0% | ? | 8%
O=C(CSc1nc2nccnc2c(=O)n1Cc1cccs1)Nc1ccccc1
  -34% | 1% | 5%
CCc1noc(C)c1C(=O)NNC(=O)COc1ccccc1C
  -11% | 1% | 0%[56.1 µM]
c1ccc(-c2nc3c(ccc4ccccc43)[nH]2)nc1
  ? | 23µM* | 8%
O=C(Nc1nc2ccc([N+](=O)[O-])cc2s1)c1ccncc1
  ? | -14% | 4%
Cc1nc(C)c(NC(=O)OC(C)C)cc1NC(=O)OC(C)C
  11% | -2% | 6%
N#Cc1c(N)n[nH]c1-c1cc2c([nH]1)CCCC2
  ? | -29% | 5%
COc1cc(CC(=O)OCC(=O)N2CCCCC2C)cc(OC)c1OC (stereo not given)
  1% | -16% | 0%
CC(=O)Nc1cccc(OCC(=O)NCCC2=CCCCC2)c1
  11% | -19% | 2%
Cn1cc(Cl)cc(C(=O)Nc2ccccc2)c1=O
  1% | -2% | .
Cc1ccc(S(=O)(=O)N2c3ccccc3OCC2c2ccccc2)cc1 (stereo not given)
  29µM* | 16µM* | -5%
CCN(CC(=O)NCc1ccccn1)S(=O)(=O)c1ccc(OC)cc1
  14% | -15% | 1%
COc1ccc(CN2C(=O)c3cccnc3C2=O)cc1S(=O)(=O)N1CCOc2ccccc21
  12% | 4% | 3%
CCN(CC)C(=O)CC(c1ccc(OC)cc1)c1c(OC)cc(OC)c2ccc(=O)oc12 (stereo not given)
  23µM* | ? | -13%
O=S(=O)(N/N=C/c1cccc(OC2CSC2)c1)c1ccccc1
  16µM* | ? | 4%
COc1cc2c(cc1OC)C(C)N(S(=O)(=O)c1cn(C)cn1)CC2 (stereo not given)
  11% | 1% | -4%
O=C(CSc1nc2ccccc2c(=O)n1CCCO)Nc1ccc2c(c1)OCCO2
  -21% | -29% | .
Cc1ccc(NC(=O)N/C=C/c2ccco2)cc1C
  ? | ? | 0%
CCCCNCc1ccc(SC)cc1
  -4% | -14% | 6%
CCN(CC)CCCNC(=O)c1cc(-c2ccc(Cl)c(Cl)c2)on1
  21µM* | 23µM* | -2%
CCN(CCCNC(=O)CNC(=O)Cn1cnc2ccccc2c1=O)c1cccc(C)c1
  -12% | -6% | 2%
O=C(CSc1ncc(-c2ccc(F)cc2)n1Cc1ccco1)Nc1nccs1
  ? | 21µM* | 4%
Cc1cc(Cl)cc(C)c1OCCCCN1CCOCC1
  -25% | ? | 6%
CCc1cc2c(cc3c(=O)n(CC(=O)NC(C)C)nc(CC)n32)s1
  ? | 16µM* | -2%

Continuation.
Results follow in this order: DT40 TDP1 CPT | DT40 TDP1 no CPT | TDP1 inh
CCc1cc(-c2nnn(CCC3COCCO3)c2CC)ccc1-c1cn(CCc2c[nH]c3ccccc23)nn1 (stereo not given)
  16µM* | 12µM* | .
O=C(c1cc2cc([N+](=O)[O-])ccc2s1)N1CCCCC1
  -30% | ? | -1%
COc1cc(NCCCCC(C)N)c2nccc(C)c2c1 (stereo not given)
  5.8µM* | 3.7µM* | .
CN(C(=O)CSc1nnc(NC2CCCCC2)s1)C1CCS(=O)(=O)C1 (stereo not given)
  -16% | -24% | 3%
Cc1cc(C)cc(N(C(C)C(=O)NC2CCCC2)S(C)(=O)=O)c1 (stereo not given)
  18% | -1% | -1%
CC1(C)CC2CC(C)(CN2C(=O)COC(=O)c2ccc(Cl)c(N)c2)C1 (stereo not given)
  -11% | ? | 5%
CCC(=O)c1c[nH]c(C(=O)NCCCn2ccnc2)c1
  6% | -15% | 5%
CC(=O)Nc1ccc2c(c1)CCCC2
  -11% | -1% | 1%
CC(C)c1ccc2oc(-c3ccc(Cl)c(NC(=O)Cc4ccccc4)c3)nc2c1
  -26% | -1% | .
CCc1ccc2oc(C(=O)Nc3cccc(Cl)c3C)cc(=O)c2c1
  ? | -24% | 2%
CCN(CC)c1ccc(NC(=O)CN2CCN(c3ccc(F)cc3)CC2)cc1
  ? | ? | 11%
CC(C)OC(=O)CSc1ncnc2c1cnn2-c1ccccc1
  2% | -9% | 5%
CCOc1ccc(C(=O)OCC(=O)Nc2cccc(S(=O)(=O)N3CCCC3)c2)cc1
  -11% | -22% | 1%
COc1ccc(C(CC(=O)c2ccc(C)cc2)C(C#N)C#N)cc1OC (stereo not given)
  4.1µM* | 5.2µM* | 14%
COC(=O)c1c(C)nn(-c2ccccc2)c1-n1cccc1
  ? | ? | 3%
CCOC(=O)c1cc(-c2ccccc2)sc1NC(=O)COC
  -18% | -1% | 4%
O=C(COC(=O)[C@@H]1CCCN1S(=O)(=O)c1ccccc1F)Nc1ccc(OC(F)F)cc1
  1% | -7% | 5%
C[C@@H]1CN([C@H](C)CO)C(=O)c2cc(NC(=O)NC3CCCCC3)ccc2O[C@H]1CN(C)S(C)(=O)=O
  16% | 1% | -4%
O=[N+]([O-])c1ccc(SCCc2ccncc2)cc1
  ? | 21µM* | 10%
O=[N+]([O-])c1ccc(/C=N/Nc2nc(N3CCCCC3)nc(N3CCCCC3)n2)o1
  ? | 18µM* | 11%
Cc1ccccc1NC(=O)C(=O)NNC(=O)COc1ccc2ccccc2c1
  ? | ? | 1%
COc1ccc(N2CCN(C(=O)c3cc(S(=O)(=O)N4CCCCCC4)cn3C)CC2)cc1
  ? | ? | 3%
O=C(C1CCCN(S(=O)(=O)c2cccc3nsnc23)C1)N1CC=C(c2ccccc2)CC1 (stereo not given)
  13µM* | 10µM* | 3%
O=c1c2ccccc2nc(/C=C/c2c[nH]c3ccccc23)n1-c1ccc([N+](=O)[O-])cc1
  10µM* | ? | 3%
COc1ccc(C)cc1NC(=O)CC(NC(C)=O)c1ccccc1 (stereo not given)
  -9% | 17% | 1%
CC1CCN(S(=O)(=O)c2ccc(S(=O)(=O)N3CCCC3)cc2)CC1
  0% | -1% | .
CCc1c(C(C)S(=O)(=O)c2ccccc2)[nH]c(=O)n1CC (stereo not given)
  -22% | -23% | 8%
CCOc1ccccc1CNC(=O)CN1C(=O)C2CCCCN2c2ccc(C(=O)N(C)C)cc21 (stereo not given)
  -24% | ? | 5%
Cc1ccccc1NC(=S)N(CCN(C)C)C(C)c1ccccn1 (stereo not given)
  -5% | -19% | 0%
Cn1c(-n2cccc2)c(-c2c(-c3ccc(F)cc3)[nH]c3c2c(=O)[nH]c(=O)n3C)c(=O)[nH]c1=O
  0% | -5% | -3%

Continued:
Results follow in this order: DT40 TDP1 CPT | DT40 TDP1 no CPT | TDP1 inh
Cc1ccccc1OCCOC(=O)c1ccc(S(=O)(=O)N2CCCC2)cc1
  -4% | 3% | -10%
Cc1cccc(N2C(=O)CC(N3CCN(Cc4ccc(Cl)cc4)CC3)C2=O)c1 (stereo not given)
  ? | -27% | 5%
CC(NC(=O)COC(=O)C12CC3CC(CC(Br)(C3)C1)C2)c1ccccc1 (stereo not given)
  -27% | -30% | -3%
COc1ccc(CC(=O)OCC(=O)NC(=O)Nc2ccccc2F)cc1
  7% | -22% | 0%
Cc1ccc(-c2cn3cccc(C)c3n2)cc1
  -20% | ? | 6%
O=P(c1ccc2c(c1)OCCO2)(N1CCOCC1)N1CCOCC1
  -9% | -3% | 2%
COc1ccc(CC(=S)N2CCOCC2)cc1OC
  -13% | -12% | 2%
COc1ccc(O)c(-c2cc(-c3ccc(F)cc3)n[nH]2)c1
  -25% | ? | .

Quoted from the entries so far, 4 compounds:
Results follow in this order: DT40 TDP1 CPT | DT40 TDP1 no CPT | TDP1 inh
Cc1ccccc1OCCOC(=O)c1ccc(S(=O)(=O)N2CCCC2)cc1
  -4% | 3% | -10%
Cc1cccc(N2C(=O)CC(N3CCN(Cc4ccc(Cl)cc4)CC3)C2=O)c1 (stereo not given)
  ? | -27% | 5%
CC(NC(=O)COC(=O)C12CC3CC(CC(Br)(C3)C1)C2)c1ccccc1 (stereo not given)
  -27% | -30% | -3%
COc1ccc(CC(=O)OCC(=O)NC(=O)Nc2ccccc2F)cc1
  7% | -22% | 0%
